# procasp3 activ – activates human procaspase-3. AID 463141. activation, % at 8.5 µM. 330,000 compounds, 0.11% hits. recombinant procaspase-3 D3A, Ac-DEVD-pNA absorbance 405 nm. P42574;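 active means activation above the mean of all tested compounds plus 3 SD, cut at about 21% in these data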;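 further: 0% = DMSO alone and 100% = DMSO wells spiked with extra 5 µM PC-3 D3A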
#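 Compound: 8.5 µM single point, 0.8% DMSO / Material: Autoprocessing-dead procaspase-3 D3A mutant enzyme / Timing: 1 h preincubation plus 2 h reaction at 25 °C / Medium: Zinc-free HEPES/NaCl buffer with 0.01% Triton X-100 at pH 7.4 / Technique: 405 nm absorbance of p-nitroaniline, reads at 0 and 120 min / Repeats: one well per compound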
# GASC-1 inh – blocks human GASC-1 demethylase activity | Q9H3R0 | GST-JMJD2C(1-420) H3K9me3 demethylation, DELFIA europium | inhibition, % at 2.35 µM | 330,000 compounds, 0.069% hits;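 active means more than half of a compound's replicate wells show inhibition beyond 50%, single wells judged on their own value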;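 further: signal counts dimethyl H3K9 product captured on neutravidin plate; 0% = median of DMSO wells and 100% = 0.3 times that DMSO median; strong numbers were not always called active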
# Target sequence (Q9H3R0 1-420 limits assumed): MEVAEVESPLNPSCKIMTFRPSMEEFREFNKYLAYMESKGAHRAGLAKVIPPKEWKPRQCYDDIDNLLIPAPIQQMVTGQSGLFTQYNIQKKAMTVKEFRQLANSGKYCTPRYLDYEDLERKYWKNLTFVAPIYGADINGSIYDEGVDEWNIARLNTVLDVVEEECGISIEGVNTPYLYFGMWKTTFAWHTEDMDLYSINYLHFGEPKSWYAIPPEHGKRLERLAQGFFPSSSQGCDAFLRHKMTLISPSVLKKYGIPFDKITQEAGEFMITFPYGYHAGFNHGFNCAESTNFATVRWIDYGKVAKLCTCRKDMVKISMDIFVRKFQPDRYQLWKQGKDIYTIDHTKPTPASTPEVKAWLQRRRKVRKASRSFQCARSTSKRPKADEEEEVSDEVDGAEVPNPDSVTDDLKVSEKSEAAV
# Fh CTSL1 inh – counter-screen for PFM18AAP inhibitors: inhibitors of F. hepatica cathepsin L1 | recombinant F. hepatica cathepsin L1, Z-Leu-Arg-MCA fluorescence | inhibition, % at 5.96 µM | 300,000 compounds, 0.49% hits;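 active means inhibition above the mean of all tested compounds plus 3 SD, set per screening campaign, cut at about 17% in these data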;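 further: 0% = plate median of test compound wells and 100% = 1 µM Z-Phe-Ala-diazomethylketone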
# VLA-4 inh – inhibition in a human VLA-4 binding assay; P13612; VLA-4 expressing cells, ligand binding flow cytometry; inhibition, % (about 7 µM as worked out from the volumes in the protocol); 330,000 compounds, 0.2% hits; AID 2557; in the data active means inhibition above about 50%
# HCV core dimer – blocks dimerization of HCV core protein | inhibition, % at 5 µM | TR-FRET GST/Flag-core106 dimerization, 1536-well | 300,000 compounds, 0.33% hits | AID 1899;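 active means inhibition above the mean of all tested compounds plus 3 SD, set per screening campaign, cut at about 45% in these data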
#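 assay system = GST-tagged and Flag-tagged HCV core protein residues 1-106 | controls = unlabelled core106 and no-GST-core106 wells | incubation = compound-protein-antibody incubation 4 h at 22.5 °C | probe or stimulus = Eu donor and XL665 acceptor anti-tag antibodies | read-out = % inhibition based on acceptor/donor emission ratio | signal = TR-FRET 671 and 617 nm emission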
# proCasp7 act – counter-screen for procaspase-3 activators: activators of human procaspase-7; recombinant procaspase-7, Ac-DEVD-pNA absorbance 405 nm; D23A/D198A/D206A triple mutant, cannot self-cleave; scale: DMSO 0, 5 µM enzyme 100; 330,000 compounds, 0.093% hits; activation, % at 8.5 µM; P55210;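 active means percent activation above the screen-wide mean plus 3 SD, cut at about 25% in these data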
# Target sequence (P55210 whole entry D23A/D198A/D206A): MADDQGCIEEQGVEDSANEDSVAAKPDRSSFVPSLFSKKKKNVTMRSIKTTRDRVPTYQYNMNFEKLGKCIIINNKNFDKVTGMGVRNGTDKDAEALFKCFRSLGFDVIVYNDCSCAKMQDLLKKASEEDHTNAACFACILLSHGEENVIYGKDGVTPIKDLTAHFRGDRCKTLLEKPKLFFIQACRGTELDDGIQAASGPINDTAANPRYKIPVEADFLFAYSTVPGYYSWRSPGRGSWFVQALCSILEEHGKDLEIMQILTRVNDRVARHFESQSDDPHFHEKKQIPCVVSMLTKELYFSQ
#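 Test system: Procaspase-7 triple mutant (PC-7 D3A). Also added: Ac-DEVD-pNA substrate, 400 µM as added. Schedule: 1 h enzyme–compound preincubation and 2 h substrate reaction, both 25 °C. Signal: p-Nitroaniline absorbance at 405 nm, read at 0 and 120 min. Control set: low DMSO alone, high DMSO plus 5 µM PC-7.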
# GRK2 aptamer HTS – inhibitors of human GRK2 displacing RNA aptamer; P25098; bead flow cytometry, FAM-aptamer displacement from GRK2; inhibition of aptamer binding, % at 10 µM; 330,000 compounds, 0.59% hits; AID 488847;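 active means inhibition of aptamer binding above 40%, roughly 3 SD of noise, on plates passing a quality check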;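 further: median bead fluorescence of bound FAM aptamer so fluorescent compounds give negative values; no value below 0 was filed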
# PP1 inh – counter-screen for PP5 inhibitors: inhibitors of human PP1-alpha | 320,000 compounds, 0.9% hits | P62136 | inhibition, % at 6.7 µM | purified PP1alpha, OMFP fluorescence;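 active means inhibition above the mean inhibition of all tested compounds plus 3 SD, computed separately for each screening campaign, cut at about 15% in these data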
# Target sequence (P62136 whole entry, looked up): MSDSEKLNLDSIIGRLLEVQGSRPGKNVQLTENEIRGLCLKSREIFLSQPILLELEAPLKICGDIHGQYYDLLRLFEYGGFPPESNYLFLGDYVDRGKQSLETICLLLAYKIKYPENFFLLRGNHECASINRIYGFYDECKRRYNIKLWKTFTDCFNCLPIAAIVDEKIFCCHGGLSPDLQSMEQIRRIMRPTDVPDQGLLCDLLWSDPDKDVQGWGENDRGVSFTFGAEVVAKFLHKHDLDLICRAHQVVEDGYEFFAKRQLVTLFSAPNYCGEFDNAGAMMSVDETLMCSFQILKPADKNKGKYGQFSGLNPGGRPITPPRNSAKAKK
# PP5 inh – PP5 (human) phosphatase inhibition | P53041 | purified PP5c, OMFP substrate fluorescence | inhibition, % at 6.7 µM | 320,000 compounds, 0.18% hits;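 active means inhibition above the campaign's mean inhibition across all tested compounds plus 3 SD, cut at about 9.5% in these data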;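 further: 0% = DMSO only and 100% = 100 µM cantharidin control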
# Starred values were filed as active, the others as inactive; / = not tested or not shown; & = joins results of further samples.
1. O=C(NCCc1nc2ccccc2[nH]1)c1cccc(Br)c1
2. C[C@H](CO)N1C[C@H](C)[C@@H](CN(C)C(=O)NC2CCCCC2)Oc2ccc(NC(=O)Cn3cnnn3)cc2C1=O
3. CC1(C)N([O-])C(c2cccs2)=C[N+]1=O
4. Cc1nc2ccc(F)cc2cc1C(=O)Nc1cccc(Cl)c1C
5. CCN(CCn1cccn1)Cc1c(C(=O)N2C[C@@H](C)O[C@@H](C)C2)nc2ccc(Cl)cn12
6. COc1cccc2cc(C(C)N(CCCN3CCOCC3)C(=S)Nc3cc(C)cc(C)c3)oc12 (configuration not stated)
7. c1ccc(-n2nnc3ccccc32)nc1
8. COc1ccc(CCC(=O)NCc2cn3ccccc3n2)cc1
9. CCOC(=O)CC1(NC(=O)c2cc(COc3cccc(OC)c3)on2)CCCCC1
10. COc1ccc(OC)c(NC(=O)NCc2cccnc2)c1

Assay by compound,1,2,3,4,5,6,7,8,9,10
procasp3 activ,-5,-2,2,-10,8,3,4,3,1,-1
GASC-1 inh,1,22,-3,16,3,-13,18,-5,2,2
Fh CTSL1 inh,-2,/,0,2,-1,0,-1,-4,-1,2
VLA-4 inh,13,8,-3,7,7,-4,3,0,-1,-27
HCV core dimer,-4,/,-1,5,-2,2,2,1,-9,-5
proCasp7 act,3,0,4,9,5,-3,0,-1,-11,10
GRK2 aptamer HTS,8,0,1,0,0,2,3,5,8,4
PP1 inh,0,/,-1,-5,0,9,-1,-2,-1,-6
PP5 inh,0.0,/,-0.6,-1.5,0.6,1.6,-1.8,1.8,4.8,3.0

# 4 entries picked at random from the list so far:
4. Cc1nc2ccc(F)cc2cc1C(=O)Nc1cccc(Cl)c1C
6. COc1cccc2cc(C(C)N(CCCN3CCOCC3)C(=S)Nc3cc(C)cc(C)c3)oc12 (configuration not stated)
7. c1ccc(-n2nnc3ccccc32)nc1
5. CCN(CCn1cccn1)Cc1c(C(=O)N2C[C@@H](C)O[C@@H](C)C2)nc2ccc(Cl)cn12

Assay by compound,4,6,7,5
procasp3 activ,-10,3,4,8
GASC-1 inh,16,-13,18,3
Fh CTSL1 inh,2,0,-1,-1
VLA-4 inh,7,-4,3,7
HCV core dimer,5,2,2,-2
proCasp7 act,9,-3,0,5
GRK2 aptamer HTS,0,2,3,0
PP1 inh,-5,9,-1,0
PP5 inh,-1.5,1.6,-1.8,0.6

# (more compounds)
11. COc1cccc(CC(NC(C)=O)C(=O)NC2CCN(c3nc(C)cc(C)c3C#N)CC2)c1 (configuration not stated)
12. CSc1nnc(Cc2cc(=O)[nH]c(=O)[nH]2)n1-c1cccc(C)c1
13. CC(=O)Nc1ccc(-c2csc(NCCc3ccccc3)n2)cc1
14. Cc1c(CNC2CCC(C)CC2)c(C(=O)O)c(C)n1Cc1ccccc1 (configuration not stated)
15. O=C(Nc1nc2ccc(F)cc2s1)C1CC(=O)N(c2ccc3c(c2)OCCO3)C1 (configuration not stated)
16. Cc1n[nH]c(C)c1SCC(=O)Nc1ccc(F)cc1
17. COc1ccc(OC)c(-c2nnc3n2N=C(c2ccc(OC)c(OC)c2)CS3)c1
18. CN(Cc1ccccc1)C(=O)NC1CCCCC1
19. COc1ccc(CN2C(=O)c3ccccc3C2C(=O)NCc2cccnc2)c(OC)c1 (configuration not stated)
20. O=C(CCCNC(=O)c1ccc(Cl)cc1)Nc1ccc(S(=O)(=O)Nc2ncccn2)cc1

Assay by compound,11,12,13,14,15,16,17,18,19,20
procasp3 activ,2,-8,-7,8,0,4,3,9,1,9
GASC-1 inh,-5,-11,5,0,6,3,/,-5,-2,-12
Fh CTSL1 inh,6,-2,-1,-3,/,-2,/,3,-4,-3
VLA-4 inh,-9,18,3,28,6,3,12,-12,9,-4
HCV core dimer,-11,-3,-13,5,/,-4,/,-10,-1,-4
proCasp7 act,-1,6,-2,0,1,9,1,0,5,-4
GRK2 aptamer HTS,1,0,9,0,1,2,1,0,0,3
PP1 inh,-4,-1,1,2,0,10,/,-1,2,-3
PP5 inh,-0.3,0.5,4.1,3.0,1.5,-0.9,/,0.1,0.8,3.2

21. CC(=O)NCC(=O)N1CCCC(C(=O)c2ccc3c4c(cccc24)CC3)C1 (configuration not stated)
22. CNC(=O)c1[nH]cnc1C(=O)NCC(=O)OC(C)(C)C
23. Cc1c(NC(=O)Oc2ccccc2)sc(=S)n1C
24. c1coc(-c2nnc(SCc3nc4ccccc4[nH]3)o2)c1
25. CN1C(=O)C2CN(CCc3ccccc3)CNC2N(C)C1=O (configuration not stated)
26. O=C(CSc1ccc(-c2ccc(Br)cc2)nn1)N1CCOCC1
27. Cc1ccc(NC(=O)C[n+]2cc(-c3ccccc3)n3c2CCC3)cc1
28. O=C1C(Cl)=C(N2CCOCC2)C(=O)N1c1ccccc1
29. COc1ccc(N(Cc2ccccc2)S(=O)(=O)c2cccc(C(=O)NC3=NCCS3)c2)cc1
30. CCn1cc(C(=O)N2CCOCC2)c(=O)c2cc(S(=O)(=O)N(C)C)ccc21

Assay by compound,21,22,23,24,25,26,27,28,29,30
procasp3 activ,9,7,1,-5,15,0,0,-19,5,3
GASC-1 inh,1,-2,-4,15,5,-6,-18,2,-7,-4
Fh CTSL1 inh,-2,-1,0,-2,0,-3,-1,43*,0,5
VLA-4 inh,11,22,9,-7,-62,9,25,10,-7,3
HCV core dimer,2,1,-4,-3,1,-2,1,12,21,-4
proCasp7 act,0,2,-10,3,7,0,7,-26,-5,10
GRK2 aptamer HTS,5,1,3,3,0,1,0,3,0,0
PP1 inh,-6,-3,-5,-2,0,-1,-4,-3,2,0
PP5 inh,0.7,2.1,0.3,3.7,0.0,1.0,-1.5,0.1,1.9,2.8

31. NC(=S)NNC(=O)c1cccc(Br)c1
32. CC(=O)c1cccc(N(CC(=O)Nc2ccccc2F)S(C)(=O)=O)c1
33. Cc1ccc(C)c(NC(=S)NCCN2CCOCC2)c1
34. O=C(C1=COCCO1)N(Cc1nnc(-c2ccc(Cl)cc2)o1)C1CC1
35. Cc1nc2ccccc2c(=O)n1NC(=O)Cc1ccc([N+](=O)[O-])cc1
36. O=C(O)CSc1nc(-c2ccc(Cl)cc2)nc2c1oc1ccccc12
37. COc1ccc(Br)cc1/C=N/NC(=O)c1nc(-c2ccccc2)n2c1CCCCC2
38. CCN(CC)CCCNC(=O)c1cn(CC(C)C)c(=O)c2c1c1ccccc1n2C
39. COc1ccc(C(=O)Nc2cnc3sc(C)nn3c2=O)cc1
40. O=C(NCC(c1cccnc1)N1CCN(c2ccccc2)CC1)c1ccc2c(c1)OCO2 (configuration not stated)

Assay by compound,31,32,33,34,35,36,37,38,39,40
procasp3 activ,-6,-2,1,4,-7,-5,7,2,3,4
GASC-1 inh,-30,2,7,6,14,1,0,18,7,-3&13
Fh CTSL1 inh,0,5,-1,-7,1,5,0,-1,3,-1
VLA-4 inh,17,4,0,1,-6,-9,-5,25,4,22
HCV core dimer,-3,0,-7,-1,-2,7,8,-4,0,10
proCasp7 act,-13,1,10,10,7,-9,1,9,2,-10
GRK2 aptamer HTS,1,0,0,0,0,0,2,0,0,0
PP1 inh,-4,-5,-5,-7,-2,9,-3,2,0,1
PP5 inh,0.6,1.2,-1.6,0.5,-0.9,1.5,4.6,0.9,1.3,4.2

# Only VLA-4 inh, Fh CTSL1 inh and HCV core dimer (3 entries from above):
entry	mol	VLA-4 inh	Fh CTSL1 inh	HCV core dimer
31	NC(=S)NNC(=O)c1cccc(Br)c1	17	0	-3
40	O=C(NCC(c1cccnc1)N1CCN(c2ccccc2)CC1)c1ccc2c(c1)OCO2 (configuration not stated)	22	-1	10
39	COc1ccc(C(=O)Nc2cnc3sc(C)nn3c2=O)cc1	4	3	0

# The list goes on.
41. Cn1cc(SCC(=O)Nc2nc3ccccc3s2)c2ccccc21
42. CCc1ccc(NC(=O)CCCN2C(=O)C3CC=CCC3C2=O)cc1 (configuration not stated)
43. N=c1ncn(CC(O)CO)c2nc(N3CCOCC3)[nH]c12 (configuration not stated)
44. CCCCOc1ccc(Cc2cnc(N)nc2N)cc1
45. CC(C)Cc1cc(C(=O)NCc2ccco2)no1
46. CCOC(=O)c1c(CSc2cccs2)n(C)c2cc(Br)c(O)c(CN(C)C)c12
47. CC1CCc2nc3ccc(S(=O)(=O)N4CCC(C(=O)N5CCCCCC5)CC4)cc3c(C(=O)O)c2C1 (configuration not stated)
48. CC(C)CNC(=O)c1oc2ccccc2c1COc1ccccc1
49. O=C(c1ccc(Cn2c(=S)[nH]c3cc4c(cc3c2=O)OCO4)cc1)N1CCN(c2ncccn2)CC1
50. O=C1N=C(O)CN1/N=C/c1ccc(-c2ccc([N+](=O)[O-])cc2)o1

Assay by compound,41,42,43,44,45,46,47,48,49,50
procasp3 activ,-2,-2,1,-10,-18,5,-6,8,2,-2
GASC-1 inh,1,-5,-3,8,-26,11,-8,14,2,4
Fh CTSL1 inh,0,0,0,-1,4,4,7,7,6,0
VLA-4 inh,2,12,2,7,15,3,16,-2,-1,-15
HCV core dimer,1,3,-7,-3,-1,-5,6,5,8,-1
proCasp7 act,3,-1,3,-5,-16,-5,6,-9,-1,-12
GRK2 aptamer HTS,0,0,2,0,0,0,0,0,0,3
PP1 inh,-3,-3,-1,2,-3,3,-2,-1,-3,-1
PP5 inh,-0.4,3.3,2.2,0.9,4.0,0.9,0.1,0.6,1.4,-0.3

51. O=C1/C(=C\c2ccco2)SC(=S)N1c1ccc(O)cc1
52. Cc1[nH]c(=O)[nH]c(=O)c1S(=O)(=O)N1CCCC(C(=O)N2CCN(c3cccc(C(F)(F)F)c3)CC2)C1 (configuration not stated)
53. O=C(c1ccccc1)N1CCN(C(=O)c2ccccc2)C1c1ccccc1
54. Cc1c(Br)c([N+](=O)[O-])nn1CC(=O)Nc1ccc(Cc2ccncc2)cc1
55. CC(C)N(Cc1nc(-c2ccc(Cl)cc2)no1)C(=O)CN(C)S(=O)(=O)c1ccc(Cl)cc1

Assay by compound,51,52,53,54,55
procasp3 activ,-21,3,3,-6,-6
GASC-1 inh,14,-3,7,-7,-8&4
Fh CTSL1 inh,1,1,0,3,-2
VLA-4 inh,-31,4,-4,0,32
HCV core dimer,-3,2,4,-1,1
proCasp7 act,-20,5,-2,-6,16
GRK2 aptamer HTS,10,3,0,0,2
PP1 inh,0,0,-3,0,-5
PP5 inh,5.2,2.8,0.9,0.2,1.8
